procasp7 counter = procaspase-7 activators, primary screen, counter-screen for procaspase-3 activator project, biochemical, absorbance, HTS, human. 0.093% of 330,000 active. recombinant procaspase-7, Ac-DEVD-pNA absorbance 405 nm; D23A/D198A/D206A triple mutant, cannot self-cleave; scale: DMSO 0, 5 µM enzyme 100. activation, % at 8.5 µM;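 active means percent activation above the screen-wide mean plus 3 SD, cut at about 25% in these data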
Target sequence (P55210 whole entry D23A/D198A/D206A): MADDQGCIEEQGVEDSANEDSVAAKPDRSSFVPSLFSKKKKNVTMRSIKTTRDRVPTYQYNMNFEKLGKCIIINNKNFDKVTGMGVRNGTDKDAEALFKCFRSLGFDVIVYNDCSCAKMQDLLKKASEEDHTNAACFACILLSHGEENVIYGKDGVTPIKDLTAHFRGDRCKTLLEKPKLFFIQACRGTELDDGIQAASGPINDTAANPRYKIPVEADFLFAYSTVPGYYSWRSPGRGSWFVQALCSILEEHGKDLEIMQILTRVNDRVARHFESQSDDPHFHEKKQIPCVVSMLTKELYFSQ
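signal = Epi-absorbance of released pNA at 405 nm, two timepoints | assay system = Uncleavable procaspase-7 mutant enzyme | reagent = Ac-DEVD-pNA substrate, 400 µM as added | times = 1 h enzyme–compound preincubation and 2 h substrate reaction, both 25 °C | benchmarks = low DMSO alone, high DMSO plus 5 µM PC-7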
RPL19A-GFP yeast = RPL19A-GFP expression modulators in yeast, primary screen, cell-based, S. cerevisiae, multiplex flow cytometry, MLPCN. S. cerevisiae RPL19A-GFP strain, 3 h; hits give low values. 0.3% of 330,000 active. percent response vs DMSO, % at 10 µM;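 active means percent response vs DMSO below 50%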;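 further: median channel GFP fluorescence of the barcoded RPL19A-GFP strain; ratio of sample median GFP to plate DMSO average so 100% = DMSO; lower means less RPL19A-GFP as with rapamycin TOR inhibition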
CIT2-GFP yeast = modulators of CIT2-GFP expression in yeast, primary screen, S. cerevisiae, GFP fusion, multiplex flow cytometry, MLPCN library. S. cerevisiae CIT2-GFP strain, 3 h; 100 means same as DMSO wells. GFP response vs DMSO, % at 10 µM. 0.065% of 320,000 active;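 active means GFP response relative to DMSO above a set limit, near the screen mean plus 3 SD, cut at about 150% in these data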;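 further: ratio of well median GFP fluorescence to mean of DMSO wells on the plate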
LAP4 TOR yeast = modulators of LAP4-GFP expression in yeast, primary screen, S. cerevisiae, multiplex flow cytometry, MLPCN library. 3 h; median GFP as percent of DMSO wells. GFP response vs DMSO, % at 10 µM. 0.34% of 320,000 active. AID 2023, 2009;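 active means GFP response vs DMSO above a set limit, about the screen mean plus 3 SD, cut at about 150% in these data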
MEP2 TOR yeast = modulators of MEP2-GFP levels in yeast, primary screen, S. cerevisiae, multiplex flow cytometry, MLPCN library; 0.51% of 330,000 active; S. cerevisiae MEP2-GFP strain, 3 h; 100% = DMSO control level; AID 2016, 2009; GFP response vs DMSO, % at 10 µM;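 active means GFP response versus DMSO above a set limit, roughly screen mean plus 3 SD, cut at about 180% in these data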;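 further: median GFP fluorescence of the barcode-gated MEP2-GFP cells per well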
AHR act = AHR activators, primary screen, cell-based, luminescence, luciferase reporter, human. Aryl hydrocarbon receptor (Homo sapiens), P35869. AHR-responsive luciferase reporter cells. activation, % at 5 µM. 2.5% of 320,000 active; in the data active means activation above about 47%;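 further: 0% = vehicle wells and 100% = reference agonist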
proCasp3 act = activators of human procaspase-3 D3A mutant, primary screen, biochemical, absorbance, PC-3 D3A mutant, single concentration; Caspase-3 (Homo sapiens), P42574; recombinant procaspase-3 D3A, Ac-DEVD-pNA absorbance 405 nm; activation, % at 8.5 µM; 0.11% of 330,000 active; AID 463141, 2010;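 active means activation above the mean of all tested compounds plus 3 SD, cut at about 21% in these data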;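 further: 0% = DMSO alone and 100% = DMSO wells spiked with extra 5 µM PC-3 D3A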
Target sequence (P42574 whole entry D9A/D28A/D175A): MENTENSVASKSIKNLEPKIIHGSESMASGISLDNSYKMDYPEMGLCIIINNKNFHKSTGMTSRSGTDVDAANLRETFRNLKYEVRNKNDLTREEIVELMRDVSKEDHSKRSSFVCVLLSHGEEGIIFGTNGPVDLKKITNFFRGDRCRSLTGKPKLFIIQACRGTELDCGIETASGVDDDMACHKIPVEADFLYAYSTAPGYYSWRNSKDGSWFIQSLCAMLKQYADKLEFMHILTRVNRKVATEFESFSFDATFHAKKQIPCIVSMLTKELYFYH
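System: Procaspase-3 D3A mutant. Medium: Zinc-free 300 mM NaCl, 50 mM HEPES, 0.01% Triton X-100. Schedule: 1 h preincubation plus 2 h reaction at 25 °C. Measured by: 405 nm absorbance of p-nitroaniline, reads at 0 and 120 min. Read-out: percent activation relative to control range.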
AGP1-GFP MLPCN = modulators of AGP1-GFP expression in yeast TOR pathway, primary screen, cell-based, multiplex flow cytometry, S. cerevisiae, MLPCN library | 3 h; GFP as percent of DMSO wells | GFP response vs DMSO, % at 10 µM | 0.02% of 320,000 active;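 active means GFP response relative to DMSO above a set limit, near screen average plus 3 SD, cut at about 150% in these data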;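 further: median GFP channel fluorescence of the gated AGP1 strain per well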
Starred values were filed as active, the others as inactive.

The opening 2 entries as a preview:
Field names: A = procasp7 counter; B = RPL19A-GFP yeast; C = CIT2-GFP yeast; D = LAP4 TOR yeast; E = MEP2 TOR yeast; F = AHR act; G = proCasp3 act; H = AGP1-GFP MLPCN
1: O=C(CN1CCN(S(=O)(=O)c2ccc(F)cc2)CC1)Nc1ccc(Cl)cn1
  A: 0 | B: 103 | C: 100 | D: 91 | E: 107 | F: -1 | G: 0 | H: 99

2: Cc1nn2c(-c3ccc(Cl)cc3)nnc2s1
  A: -3 | B: 94 | C: 90 | D: 92 | E: 86 | F: 14 | G: -1 | H: 95

The whole of this part (from the top)
Field names: A = procasp7 counter; B = RPL19A-GFP yeast; C = CIT2-GFP yeast; D = LAP4 TOR yeast; E = MEP2 TOR yeast; F = AHR act; G = proCasp3 act; H = AGP1-GFP MLPCN
1: O=C(CN1CCN(S(=O)(=O)c2ccc(F)cc2)CC1)Nc1ccc(Cl)cn1
  A: 0 | B: 103 | C: 100 | D: 91 | E: 107 | F: -1 | G: 0 | H: 99

2: Cc1nn2c(-c3ccc(Cl)cc3)nnc2s1
  A: -3 | B: 94 | C: 90 | D: 92 | E: 86 | F: 14 | G: -1 | H: 95

3: CC(C)Oc1ccc(CSC(=N)N)cc1
  A: 6 | B: 98 | C: 98 | D: 102 | E: 99 | F: 1 | G: -2 | H: 105

4: O=C1CN=C(Nc2cccc(C(F)(F)F)c2)N1C1CCCC1
  A: -1 | B: 101 | C: 106 | D: 97 | E: 98 | F: 2 | G: -2 | H: 105

5: O=S(=O)(Nc1ncccn1)c1ccc(NC(=S)NCc2ccco2)cc1
  A: -2 | B: 96 | C: 96 | D: 103 | E: 99 | F: 3 | G: -17 | H: 98

6: CCOc1ccc2nc(N3CCCC(C(=O)NCCCN4CCOCC4)C3)sc2c1 (configuration not stated)
  A: 1 | B: 101 | C: 110 | D: 105 | E: 97 | F: 13 | G: -4 | H: 107

7: NN1C(=O)/C(=C\c2ccco2)SC1=S
  A: -28 | B: 108 | C: 96 | D: 104 | E: 109 | F: 2 | G: -23 | H: 100

8: CCn1c(=O)n(CC)c2cc(N3CCCC3)c(NC(=O)c3ccccc3C)cc21
  A: 2 | B: 93 | C: 98 | D: 94 | E: 132 | F: 5 | G: 2 | H: 90

9: CCc1ccccc1N1CC23C=CC(O2)C(C(=O)OC)C3C1=O (configuration not stated)
  A: -9 | B: 101 | C: 94 | D: 100 | E: 109 | F: 1 | G: 4 | H: 100

10: O=C(N[C@@H](Cc1ccccc1)C(=O)N1CCN(S(=O)(=O)c2cccc(F)c2)CC1)c1ccco1
  A: -10 | B: 103 | C: 93 | D: 101 | E: 102 | F: 0 | G: -3 | H: 104

Shown with values under each structure: part of the list above
Below each compound: procasp7 counter, RPL19A-GFP yeast, CIT2-GFP yeast, LAP4 TOR yeast, MEP2 TOR yeast, AHR act, proCasp3 act, AGP1-GFP MLPCN
(10) O=C(N[C@@H](Cc1ccccc1)C(=O)N1CCN(S(=O)(=O)c2cccc(F)c2)CC1)c1ccco1
  -10, 103, 93, 101, 102, 0, -3, 104
(8) CCn1c(=O)n(CC)c2cc(N3CCCC3)c(NC(=O)c3ccccc3C)cc21
  2, 93, 98, 94, 132, 5, 2, 90

(more compounds)
Field names: A = procasp7 counter; B = RPL19A-GFP yeast; C = CIT2-GFP yeast; D = LAP4 TOR yeast; E = MEP2 TOR yeast; F = AHR act; G = proCasp3 act; H = AGP1-GFP MLPCN
11: O=C(CSc1nnc(-c2cccnc2)o1)Oc1ccccc1
  A: 5 | B: 100 | C: 100 | D: 103 | E: 93 | F: 0 | G: 4 | H: 103

12: COc1ccc(C(O)P(=O)(OCC(C)C)OCC(C)C)c(OC)c1 (configuration not stated)
  A: 8 | B: 100 | C: 100 | D: 90 | E: 103 | F: 0 | G: -9 | H: 96

13: COC(=O)c1c(N2C(=O)[C@H]3[C@@H](C2=O)[C@]2(C(=O)Nc4c(C)cccc42)N2CCC[C@@H]32)sc(C)c1C
  A: 2 | B: 108 | C: 103 | D: 99 | E: 104 | F: 18 | G: 0 | H: 107

14: Cc1cc(C)n(CCCN2CCC(C(=O)Nc3cccc(-c4cccc(F)c4)c3)CC2)n1
  A: -1 | B: 105 | C: 101 | D: 87 | E: 110 | F: 2 | G: 4 | H: 102

15: Cc1noc(C)c1C(=O)NCc1ccco1
  A: -7 | B: 105 | C: 100 | D: 106 | E: 105 | F: -2 | G: 1 | H: 109

16: Cc1cccc(OCC(O)Cn2c(NCc3cccnc3)nc3c2c(=O)[nH]c(=O)n3C)c1 (configuration not stated)
  A: -8 | B: 98 | C: 105 | D: 93 | E: 101 | F: 3 | G: 2 | H: 99

17: CC1=C(C(=O)OC(C)C)C(c2cccnc2)n2ncnc2N1 (configuration not stated)
  A: 4 | B: 97 | C: 108 | D: 94 | E: 93 | F: 1 | G: 12 | H: 106

18: COc1ccc(CN(C)CC(=O)Nc2cccc(S(N)(=O)=O)c2)c(OC)c1OC
  A: 6 | B: 98 | C: 92 | D: 110 | E: 97 | F: -1 | G: -8 | H: 104

19: CCc1cc(=O)oc2cc(O[C@@H]3O[C@H](CO)[C@@H](O)[C@H](O)[C@H]3O)c(Cl)cc12
  A: -7 | B: 92 | C: 110 | D: 112 | E: 97 | F: 1 | G: -2 | H: 105

20: N#C/C(=C\c1c(N(Cc2ccccc2)Cc2ccccc2)nc2ccccn2c1=O)C(N)=O
  A: -18 | B: 106 | C: 105 | D: 98 | E: 105 | F: 2 | G: -20 | H: 105

Reformatted bar-delimited: entries from further up.
no. | smiles | procasp7 counter | RPL19A-GFP yeast | CIT2-GFP yeast | LAP4 TOR yeast | MEP2 TOR yeast | AHR act | proCasp3 act | AGP1-GFP MLPCN
9 | CCc1ccccc1N1CC23C=CC(O2)C(C(=O)OC)C3C1=O (configuration not stated) | -9 | 101 | 94 | 100 | 109 | 1 | 4 | 100
10 | O=C(N[C@@H](Cc1ccccc1)C(=O)N1CCN(S(=O)(=O)c2cccc(F)c2)CC1)c1ccco1 | -10 | 103 | 93 | 101 | 102 | 0 | -3 | 104

Following part.
Field names: A = procasp7 counter; B = RPL19A-GFP yeast; C = CIT2-GFP yeast; D = LAP4 TOR yeast; E = MEP2 TOR yeast; F = AHR act; G = proCasp3 act; H = AGP1-GFP MLPCN
21: Nc1ccc(N)c(C(=O)O)c1
  A: 0 | B: 105 | C: 98 | D: 98 | E: 99 | F: 2 | G: 8 | H: 108

22: O=C(/C=C/c1cccc(Cl)c1)NNC(=O)c1ccncc1
  A: 10 | B: 103 | C: 93 | D: 110 | E: 108 | F: 1 | G: 2 | H: 103

23: O=C(NC1CCCc2ccccc21)c1ccc(Br)cc1 (configuration not stated)
  A: 17 | B: 94 | C: 99 | D: 122 | E: 112 | F: 1 | G: 0 | H: 108

24: CCC1S/C(=N/N=C/c2ccco2)N(Cc2ccc(F)cc2)C1=O (configuration not stated)
  A: 1 | B: 96 | C: 93 | D: 98 | E: 91 | F: 1 | G: -1 | H: 100

25: CCOc1ccc(NC(=O)CCS(=O)(=O)c2ccc3c(c2)CCCN3C(=O)CC)cc1
  A: -5 | B: 95 | C: 91 | D: 95 | E: 95 | F: 4 | G: -3 | H: 97

26: COc1ccc(CNC(=O)C(C)NS(=O)(=O)c2ccc(C)cc2)cc1 (configuration not stated)
  A: 8 | B: 94 | C: 82 | D: 112 | E: 100 | F: -1 | G: -3 | H: 92

27: COC(=O)c1cc(CN2C(=O)c3ccccc3C2=O)c(O)c([N+](=O)[O-])c1
  A: 2 | B: 99 | C: 90 | D: 98 | E: 101 | F: 33 | G: 3 | H: 90

Compound activity: PubChem, several laboratories
